NCI-60 one-dose screen, 48 h, at 10 µM unless noted. Numbers give growth in % (100 = growth as untreated, 0 = no growth, -100 = all killed).
OVCAR-8: OVCAR-8 ovarian cancer | 81,000 tested, 4.4% active
SK-OV-3: SK-OV-3 ovarian cancer cells; 80,000 tested, 3.2% active; AID 1794785
OVCAR-4: OVCAR-4 ovarian cancer cells | 80,000 tested, 3.7% active
OVCAR-3: OVCAR-3 ovarian cancer; 79,000 tested, 7% active; AID 1794787
IGROV1: IGROV1 ovarian cancer. 79,000 tested, 4.7% active. AID 1794786
DU-145: DU-145 prostate cancer; 81,000 tested, 4.2% active
OVCAR-5: OVCAR-5 ovarian cancer; 82,000 tested, 2.9% active
NCI/ADR-RES: NCI/ADR-RES ovarian cells. 81,000 tested, 4.4% active. AID 1794790
An asterisk follows results filed as active; · = not tested or not shown; & = joins results of further samples; [ ] = dose if it differs, or a comment. Rule for the calls: active = growth percent below 10; inactive = the rest. Rows were taken by chance; any-hit rate near 9.5%.

SMILES	OVCAR-8	SK-OV-3	OVCAR-4	OVCAR-3	IGROV1	DU-145	OVCAR-5	NCI/ADR-RES
CC(=O)N1CCc2cc([N+](=O)[O-])ccc21	107	112	106	113	117	115	104	105
O=C(N/N=C\c1ccccc1)c1ccc2nc(-c3ccc(Cl)cc3)[nH]c2c1	99	95	102	110	95	96	116	106
CC(=O)NC(Cc1ccccc1)C(=O)Nc1ccc(Cl)cc1 (stereo not drawn)	85	96	·	110	91	99	91	102
COc1ccc2c(c1)C=C1CCCC3=Cc4cc(OC)ccc4OC13O2	100	105	105	100	110	109	102	103
O=C(Nc1nc2c(s1)CCc1cn(S(=O)(=O)c3ccccc3)cc1-2)c1ccccc1	89	99	78	76	75	79	96	71
CCOC(=O)c1ccc2c(c1)nc(-c1ccc(OC)cc1)n2C1CCCCC1	96	89	109	109	98	111	103	98
c1ccc(-n2ccc3c2-c2oncc2CC3)cc1	101	99	88	108	109	113	89	96
Oc1cccc(-c2nc(-c3n[nH]c(=S)n3-c3ccccc3)cc3c2[nH]c2ccccc23)c1	25	37	57	3.8*	24	28	73	92
Nc1ccc2c(c1)N=[N+]([O-])c1cc(N)ccc1C2	100	116	111	88	93	112	110	109
N#CCN1C(=O)c2ccccc2C1=O	94	99	106	106	·	111	122	107
COc1cc([N+](=O)[O-])ccc1NC(=O)N(C)Cc1ccccc1	113	111	112	99	103	100	92	97
Cn1c2c(sc1=O)CCC2	110	102	118	119	101	131	102	117
COc1ccc(/C=C/C(=O)c2ccc(NC(=O)c3cc4cc5cc(C)ccc5nc4s3)cc2)cc1OC	106	113	106	103	83	104	91	106
CCc1c(Nc2ccc(C)cc2)[nH]c(N)nc1=S	101	111	107	119	104	104	99	105
Cc1nc2scc(-c3ccc(Cl)cc3)n2c(=O)c1CCNc1ccc(S(=O)(=O)N=C(N)N)cc1	98	92	94	104	78	116	99	97
COc1cccc(OC)c1-c1nnn(C)c1C(=O)N1CCN(c2ccc(C#N)cc2Cl)CC1	99	122	109	109	93	106	99	93
O=[N+]([O-])c1ccc(/C=N/Nc2ccc(S(=O)(=O)O)cc2)cc1	108	90	123	108	·	110	106	106
Cc1ccc(-c2cc(-c3ccccc3)nc(Nc3nc4ccccc4[nH]3)n2)cc1	100	113	116	118	91	115	106	109
Cc1cc(C)c(CCc2cc(C)c(C)cc2C)cc1C	102	114	93	114	111	107	103	107
CCN=NNc1ccc(C)cc1	101	95	92	102	83	110	103	102
COc1ccc(-n2nnc3c4nc(-c5ccccc5)oc(=O)c4c(C)nc32)cc1	103	110	104	114	106	106	105	110
O=C(NNc1ccccc1)c1ncc[nH]1	81	81	48	64	71	56	65	79
CCCCC(CC)C(C#CC(C(CC)CCCC)N(C)C)N(C)C (stereo not drawn)	107	104	115	106	104	106	96	100
C[C@]12CCC(=O)C=C1CC[C@@H]1C2=CC[C@@]2(C)[C@H]1CC[C@]2(O)C(=O)COC(=O)c1ccc([N+](=O)[O-])cc1Cl	85	95	80	96	·	105	103	90
CCCCN1CC(Br)C(=O)NC1=O (stereo not drawn)	98&96	94&103	79	112&109	72&82	102&108	104&101	92&96

An excerpt from above in order of SMILES length, ascending.
SMILES	OVCAR-8	SK-OV-3	OVCAR-4	OVCAR-3	IGROV1	DU-145	OVCAR-5	NCI/ADR-RES
N#CCN1C(=O)c2ccccc2C1=O	94	99	106	106	·	111	122	107
CC(=O)NC(Cc1ccccc1)C(=O)Nc1ccc(Cl)cc1 (stereo not drawn)	85	96	·	110	91	99	91	102
Cc1ccc(-c2cc(-c3ccccc3)nc(Nc3nc4ccccc4[nH]3)n2)cc1	100	113	116	118	91	115	106	109

Given field by field: entries from further up
Cc1nc2scc(-c3ccc(Cl)cc3)n2c(=O)c1CCNc1ccc(S(=O)(=O)N=C(N)N)cc1
  OVCAR-8 = 98; SK-OV-3 = 92; OVCAR-4 = 94; OVCAR-3 = 104; IGROV1 = 78; DU-145 = 116; OVCAR-5 = 99; NCI/ADR-RES = 97

COc1cccc(OC)c1-c1nnn(C)c1C(=O)N1CCN(c2ccc(C#N)cc2Cl)CC1
  OVCAR-8 = 99; SK-OV-3 = 122; OVCAR-4 = 109; OVCAR-3 = 109; IGROV1 = 93; DU-145 = 106; OVCAR-5 = 99; NCI/ADR-RES = 93

O=[N+]([O-])c1ccc(/C=N/Nc2ccc(S(=O)(=O)O)cc2)cc1
  OVCAR-8 = 108; SK-OV-3 = 90; OVCAR-4 = 123; OVCAR-3 = 108; IGROV1 = ·; DU-145 = 110; OVCAR-5 = 106; NCI/ADR-RES = 106

Cc1ccc(-c2cc(-c3ccccc3)nc(Nc3nc4ccccc4[nH]3)n2)cc1
  OVCAR-8 = 100; SK-OV-3 = 113; OVCAR-4 = 116; OVCAR-3 = 118; IGROV1 = 91; DU-145 = 115; OVCAR-5 = 106; NCI/ADR-RES = 109

The list continues:
SMILES	OVCAR-8	SK-OV-3	OVCAR-4	OVCAR-3	IGROV1	DU-145	OVCAR-5	NCI/ADR-RES
CCC(=O)NO[C@@]1(C)/C=C/[C@H](C(C)C)CC/C(C)=C/CC/C(C)=C/[C@H](O)C1	101	·	115	94	·	104	93	96
C#CCOc1ccccc1C(Nc1ccc(C)cc1C)c1nnnn1C1CCCCC1 (stereo not drawn)	90	93	83	101	74	105	89	86
Cc1c([N+](=O)[O-])cc(C(C)C)c(O)c1[N+](=O)[O-]	102	97	96	115	100	115	102	109
N#C/C(=C\c1ccc(-c2cc(Cl)ccc2Cl)o1)c1ccc(Cl)cc1	110	81	102	·	76	106	102	100
CCOC(=O)C1=C(N)N(c2ccc(Cl)cc2)C2=C(C(=O)CC(C)(C)C2)C1c1ccc(Cl)cc1 (stereo not drawn)	70	91	46	84	88	88	126	68
COc1ccc2cc(-c3csc(Nc4ccc(F)cc4)n3)c(=O)oc2c1	94	80	85	106	105	107	107	108
CC1=C(CCN2CCN(c3ccccc3)CC2)C(=O)N2N=C(c3ccc(Cl)cc3)OC2N1 (stereo not drawn)	103	111	105	112	103	110	113	101
CC(C(=O)Nc1cccnc1)c1ccc(Nc2ccnc(C(F)(F)F)c2)cc1 (stereo not drawn)	100	105	94	98	94	113	92	97
COc1cccc(CC(C)=C(c2ccc(OCCN3CCCCC3)cc2)c2ccc(OCCN3CCCCC3)cc2)c1	-50*	77	-49*	-41*	-11*	18	24	-13*
O=c1c2ccccc2c2nc3ccc4c(=O)c5ccccc5c5nc6ccc1c2c6c3c45	101	103	100	101	96	101	106	105
CCc1onc(-c2ccc(OC)cc2)c1-c1ccccc1O	108	113	130	107	99	113	111	102
O=C(N/N=C/c1cc(O)c(O)c(O)c1)c1ccc2nc(-c3ccc(Cl)cc3)[nH]c2c1	78	78	74	68	73	94	88	104
COC(=O)C[C@](O)(CCC(C)C)C(=O)O[C@H]1C(OC)=C[C@@]23CCC(=O)N2CCc2cc4c(cc2[C@@H]13)OCO4	98	94	94	110	99	101	102	104
O=[N+]([O-])c1cc(-c2ccccc2)cc([N+](=O)[O-])c1O	109	105	112	117	109	117	87	97
CC(C)OP(=O)(CCC(=O)c1c[nH]c2ccccc12)OC(C)C	92	89	105	106	106	116	107	103
Cc1c(C(N)=O)sc2ncn(CCO)c(=O)c12	120	108	120	124	139	127	110	104
COc1ccc(C(OCC2OC(n3ccc(NC(=O)c4ccccc4)nc3=O)C(O)C2O)(c2ccccc2)c2ccccc2)cc1 (stereo not drawn)	29	75	26	46	34	52	·	38
Ic1ccc2oc3ccccc3c2c1	104	113	104	107	107	104	113	108
COc1cccc2c1O/C(=C\c1ncc([N+](=O)[O-])n1C)C2=O	-23*	-17*	7.2*	-3.7*	-18*	-12*	-9.0*	-3.5*
CC(=O)N(C(C)=O)N(C(C)=O)C(=O)c1ccccn1	106	102	106	113	114	120	102	110
NC(N)=NCCCC(=O)O	103	106	99	102	99	104	105	97
CCCCN(CCNc1cc(OC)cc2cccnc12)C1CCCC1	89	98	65	75	60	97	82	88
Cc1ccc(Nc2ncnc3c2sc2ncccc23)cc1	98	101	109	109	105	108	101	99
O=C(O)CCSC1(SCCC(=O)O)CCCCC1	99	100	99	113	114	110	105	105
Cc1cc(/C=C2\C=Cc3ccccc32)ccc1N(C)C	103	101	91	118	86	99	88	114
Continuation:
SMILES	OVCAR-8	SK-OV-3	OVCAR-4	OVCAR-3	IGROV1	DU-145	OVCAR-5	NCI/ADR-RES
Cn1nc(N)c(C#N)c1Nc1ccccc1	105	108	112	128	126	129	109	113
CNC1=C([N+](=O)[O-])C(c2ccc(Cl)cc2Cl)C(C#N)=C(c2ccc[nH]2)O1 (stereo not drawn)	97	100	91	106	91	107	108	110
CCCCC(CC)OC(=O)C(Br)CC (stereo not drawn)	101	114	91	104	105	107	106	99
COc1cc([C@H]2[C@]3(C(N)=O)C(N)=NC(=C(C#N)C#N)[C@]23C#N)cc(OC)c1OC	103	111	95	118	110	118	99	111
CC(=O)c1ccc(Nc2nc(SCCC(C)C)nc(-c3ccccc3)c2C#N)cc1	100	112	109	129	105	116	112	105
O=C(Nc1ccc2c(ccn2Cc2ccccn2)c1)c1cnccn1	105	109	76	110	80	96	97	107
OCC(O)C(O)C(O)C(O)C(SCc1ccccc1)SCc1ccccc1 (stereo not drawn)	101&103	101&106	106&103	98&119	123&103	102&118	108&107	113&106
COc1ccc2c(c1)C(Sc1ccc(Cl)cc1)c1c(nc(N)c(C#N)c1N)O2 (stereo not drawn)	74	107	73	93	26	86	108	74
O=C(c1ccccc1)n1cc(-c2nc3ccccc3s2)c2cccnc21	107	87	104	99	91	93	107	102
O=[N+]([O-])c1ccc(OCCBr)cc1	99	100	121	111	126	107	108	119
CCOc1c(OC)cc2c(c1OCC)C(=O)N[C@@H]1[C@@H](O)[C@@H](O)[C@H](O)C[C@@H]21	97	105	103	103	103	110	108	109
OC(CNC1CCCCC1)Cn1c2ccc(I)cc2c2cc(I)ccc21 (stereo not drawn)	71	92	77	66	71	101	83	63
COc1cccc(C(c2cc3c(cc2O)OCO3)N2CCOCC2)c1OC (stereo not drawn)	99	101	99	111	101	109	104	104
c1ccc(-c2nc3n(c2-c2ccccc2)CN(C(c2ccccc2)c2nc4ncncc4[nH]2)CS3)cc1 (stereo not drawn)	94	128	89	117	89	104	108	99
Cc1ccnc(NS(=O)(=O)c2ccc(N=Nc3c(N)[nH]c(=O)[nH]c3=O)cc2)n1	99	99	112	108	98	110	106	102
O=C(NCCCNC(=O)OCc1ccc2c(Br)cc(Br)c(O)c2n1)OCc1ccc2c(Br)cc(Br)c(O)c2n1	-15*	20	-78*	-69*	-88*	-81*	-63*	-29*
Cc1cc(=O)n2c(C(=O)NN)nn(-c3ccc(S(N)(=O)=O)cc3)c2n1	98	107	124	101	105	104	108	105
CCCCCOC(=O)c1ccc(NC(=O)CN(CC)CC)cc1	95	93	108	103	102	94	98	94
CCOC(=O)/C=C(\CC(=O)O)Nc1ccccc1	104	104	116	115	103	120	102	107
CC(=O)Oc1ccccc1-c1ccccc1	109	104	95	99	57	121	98	94
C=CCc1c(N(C)c2ccccc2)cccc1-n1cnc2ccccc21	92	103	93	106	97	110	103	107
Nc1nc(-c2ccccc2Br)cc(-c2cc3ccccc3oc2=O)n1	101	94	71	106	67	109	101	101
CSc1nc(=S)c2nc(SC)n(-c3ccccc3)c2[nH]1	100	96	104	105	101	108	104	101
COc1cccc(-n2cc(C#N)c(N)c2C(=O)c2ccc(Cl)cc2)c1	97	114	101	121	104	100	95	92
CC(=O)Nc1cc(N2CCOCC2)c2nc(NC(=O)c3[nH]c(C)c(Cl)c3Cl)sc2c1	67	96	-11*	72	83	58	95	49
(listing goes on)
SMILES	OVCAR-8	SK-OV-3	OVCAR-4	OVCAR-3	IGROV1	DU-145	OVCAR-5	NCI/ADR-RES
O=C(C[n+]1ccccc1)c1ccc(-c2ccccc2)cc1	101	98	110	121	103	107	110	105
Nc1ccc(-c2ccncc2)cc1NC(=O)N1CCCC1	85	92	101	99	99	105	109	82
COc1ccc(/C=C(/C#N)C(N)=O)cc1Br	100	108	102	124	123	118	104	114
CCOC(=O)C1=C(c2ccccc2)N=C2N(c3ccccc3)N=C(C(C)=O)N2C1c1ccc(Br)cc1 (stereo not drawn)	94	112	104	102	88	101	104	103
O=c1[nH]c2cccc(Cl)c2c2ccccc12	77	104	·	111	110	104	99	95
C/C(=N\N=C\c1ccc(Cl)cc1)c1nnn(-c2ccc(Cl)cc2)c1C	105	110	97	·	100	101	92	99
Cc1c(C(=O)NNC(=O)c2ccc(Cl)cc2)nnn1-c1ccc(F)cc1	103	92	95	114	106	106	94	94
Cc1ccc2nc(NC(=O)CSc3nc(-c4ccccc4)c(C#N)c4nnc(C)n34)sc2c1	104	102	101	118	87	115	99	97
O=Cc1c([O-])on[n+]1-c1ccc(Cl)cc1	91	99	98	104	96	108	112	109
O=C(O)CCC(NC(=O)C1CCCCC1C(=O)O)C(=O)O (stereo not drawn)	101	107	97	123	100	115	95	110
O=C1Nc2c(ccc(Cl)c2Cl)/C1=C/c1ccc([N+](=O)[O-])cc1	95	94	100	108	99	108	98	94
O=C(Nc1ccc(F)cc1)c1c(NC(=O)C(F)(F)F)sc2c1CCCCC2	8.1*	-17*	4.4*	4.4*	18	17	23	0.2*
CC1(C)C(=O)/C(=C\c2cccnc2)C[C@]2(C)[C@H]3CC[C@@H]4[C@H]5[C@H](C(=O)/C=C/c6cccnc6)CC[C@]5(C(=O)O)CC[C@@]4(C)[C@]3(C)CC[C@@H]12	0.1*[100 µM]	-68*[100 µM]	·	-75*[100 µM]	-34*[100 µM]	-81*[100 µM]	-49*[100 µM]	-1.3*[100 µM]
CN(C)CCCn1c2c(c3cc(-c4ccco4)ccc3c1=O)C(=O)c1ccccc1-2	48	93	53	72	52	67	104	54

Screening results as filed in PubChem BioAssay.
